Source: PubChem
IL2 activator: activators of IL-2 | activation, % (series mostly up to about 46 µM) | IL-2 activation reporter assay, cell-based qHTS; stimulated with anti-CD3/CD4/CD28 beads; in transgenic mouse T cells | 360,000 compounds, 0.065% hits; in the data active = activation above about 50%; inconclusive = mostly about 30% to 49%; note: 0% is about no effect
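Unstimulated transgenic mouse T cells preincubated 60 min with compound, then stimulated with anti-CD3/anti-CD4-coated beads plus anti-CD28 for 18 h at 37 degrees C. IL-2 response read as EGFP and DsRed fluorescence by plate cytometry.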
PI5P4Ka inh: inhibitors of human PI5P4K alpha | PI5P4Kalpha enzyme, ADP-Glo luminescence, 60 min; active compounds read low | max response, % | 330,000 compounds, 1.2% hits | AID 652105; active = max response of -50% or lower; inconclusive = between -30% and -50%; inactive = -30% or higher; note: value at the top dose of about 77 µM; % is set by controls: 0 for no effect and ±100 for the full control effect
Target sequence (P48426 whole entry, looked up): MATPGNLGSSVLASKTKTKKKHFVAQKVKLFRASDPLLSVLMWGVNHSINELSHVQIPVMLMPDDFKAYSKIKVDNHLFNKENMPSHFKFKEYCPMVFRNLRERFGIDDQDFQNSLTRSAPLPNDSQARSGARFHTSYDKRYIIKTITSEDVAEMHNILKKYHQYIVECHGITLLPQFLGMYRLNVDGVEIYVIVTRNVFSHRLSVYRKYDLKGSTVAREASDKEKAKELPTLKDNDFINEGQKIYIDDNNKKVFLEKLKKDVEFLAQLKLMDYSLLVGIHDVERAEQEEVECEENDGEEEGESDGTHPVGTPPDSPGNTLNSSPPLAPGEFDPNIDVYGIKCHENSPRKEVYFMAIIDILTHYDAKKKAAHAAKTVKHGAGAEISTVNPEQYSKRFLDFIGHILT
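Compounds were pin-transferred onto PI5P4Kalpha and substrate in HEPES pH 7.4 buffer with EGTA, CHAPS and 5% DMSO. ATP (5 microM final) started the reaction, which ran 60 minutes at room temperature before ADP-Glo detection.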
FUS suppressor: FUS proteinopathy suppression in yeast | S. cerevisiae FUS-expressing, growth rescue, OD600, 24 h | Potency, µM (doses to about 76.6 µM), inactives show top-dose growth rescue (activation), most hits filed as activators | 390,000 compounds, 0.24% hits;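 note: potency is the fitted concentration of half-maximal effect; plate controls were DMSO vehicle for no effect and reference control for full effect; nearly all actives have a fitted effect of over 55% in size; some results filed as inactive show a strong effect at the top dose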
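Cultures pregrown in 2.5% raffinose medium are shifted to minimal medium containing 2% galactose to express toxic FUS. Compounds are tested at several concentrations. After 24hr at 30C, growth is quantified at 600 nm absorbance.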
EPAC1 ag: EPAC1 (human) agonism; O95398; EPAC1 agonist qHTS, biochemical assay; response scale: 100% = response to 6.5 mM cAMP; Potency, µM (top dose mostly 154 µM), without a hit: top-dose activation, actives largely listed as activators; 360,000 compounds, 0.073% hits; note: potency is the fitted concentration of half-maximal effect; nearly all actives have a fitted effect of over 60% in size
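Normalized to 6.5 mM cAMP, activity reflects EPAC1-catalysed release of BODIPY-GDP from Rap1B, followed kinetically over 30 min at 480 nm excitation, 540 nm emission. Reaction contained 100 nM EPAC1, 250 nM Rap1B-BODIPY-GDP, 50 uM GDP.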
WRN helicase inh: blocks human WRN helicase. 360,000 compounds, 0.46% hits. WRN helicase unwinding, fluorescent forked duplex, kinetic. Q14191. Potency, µM (titrated, usually from 114 µM), for inactives: at the top dose activity change, negative = inhibition, usual class: inhibitors; note: potency is the fitted concentration of half-maximal effect; % is set by controls: 0 for no effect and ±100 for the full control effect; nearly all actives have a fitted effect of over 55% in size
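Primary qHTS, 1536-well format. 20 nM WRN + compound, 15 min RT; start with 100 nM forked fluorophore/quencher duplex, 2 mM ATP (final); kinetic read ex 525/em 598 nm.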
EPAC1 antag: EPAC1 (human) antagonism. EPAC1 GEF assay, Rap1b-BODIPY-GDP exchange fluorescence. Potency, µM (series often up to 115 µM), without a hit: at the top dose activity change, negative = inhibition, most hits filed as inhibitors. 360,000 compounds, 0.14% hits. AID 720709;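 note: potency is the fitted concentration of half-maximal effect; plate controls were vehicle for no effect and positive control for full effect; nearly all actives have a fitted effect of over 50% in size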
Abeta yeast res: A-beta toxicity reversal in yeast | yeast expressing A-beta42, growth rescue, OD600, 48 h; response scale: 0% DMSO, 100% iron-clioquinol control | Potency, µM (series often up to 46.1 µM), inactives show at the highest dose growth rescue, usual class: activators | 410,000 compounds, 0.063% hits | AID 1347071; note: potency is the fitted concentration of half-maximal effect; nearly all actives have a fitted effect of over 55% in size
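Growth rescue measured by 600 nm absorbance after 48 h yeast culture at 30 C with compound. Values normalized between DMSO and an equimolar ferric chloride plus clioquinol control.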
PLK1 PBD block: blocks phosphopeptide binding to human PLK1 polo-box domain | P53350 | Plk1 PBD binding of FITC phosphopeptide, fluorescence polarization | Potency, µM, without a hit: max response, negative = inhibition, usual class: inhibitors | 360,000 compounds, 2.8% hits; note: potency is the fitted concentration of half-maximal effect; series mostly up to about 57 µM; % is set by controls: 0 for no effect and ±100 for the full control effect; nearly all actives have a fitted effect of over 65% in size
Target sequence (P53350 whole entry, looked up, the tested form may be a part): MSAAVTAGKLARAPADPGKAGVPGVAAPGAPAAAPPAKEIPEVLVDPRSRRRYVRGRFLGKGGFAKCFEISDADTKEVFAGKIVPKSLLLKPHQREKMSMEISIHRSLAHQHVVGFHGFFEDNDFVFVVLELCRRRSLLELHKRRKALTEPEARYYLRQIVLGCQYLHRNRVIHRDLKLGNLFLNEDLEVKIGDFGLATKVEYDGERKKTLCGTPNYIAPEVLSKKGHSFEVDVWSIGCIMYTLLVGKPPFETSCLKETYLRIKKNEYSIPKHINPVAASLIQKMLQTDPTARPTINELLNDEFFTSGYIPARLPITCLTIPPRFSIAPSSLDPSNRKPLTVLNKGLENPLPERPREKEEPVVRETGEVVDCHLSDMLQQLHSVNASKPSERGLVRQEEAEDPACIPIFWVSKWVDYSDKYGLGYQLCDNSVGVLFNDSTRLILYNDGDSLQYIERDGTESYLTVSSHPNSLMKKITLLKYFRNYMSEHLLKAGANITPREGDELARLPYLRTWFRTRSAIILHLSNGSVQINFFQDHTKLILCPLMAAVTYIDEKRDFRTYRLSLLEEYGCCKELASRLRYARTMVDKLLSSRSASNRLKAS
* marks the source's active call; other numbers are inactive results; ? = inconclusive; nt = no result given; [ ] = remark or other dose. Unless noted, calls come from the whole dose curve; as a rule, active = well fitted curve in the direction sought with a large enough effect; inconclusive = small, poorly fitted or top-dose-only effect, or another doubt; inactive = no such curve, though single readings can be large; an effect the other way counts as inactive or inconclusive.

[1] COc1ccc(NC2CC(=O)NC2=O)cc1 (stereo not given)
[2] CCOc1ccccc1NC(=O)C(OC(=O)C1CC1)c1ccccc1 (stereo not given)
[3] O=C(O)c1cc(S(=O)(=O)N2CCCCC2)ccc1F
[4] CC1CCN(c2nc3ccc(C(=O)NCCCN4CCCCC4C)cc3s2)CC1 (stereo not given)
[5] COc1ccc(Nc2ccc(C(=O)O)cc2[N+](=O)[O-])cc1
[6] COc1ccc(Cl)cc1N(CC(=O)NCCSCc1ccccc1)S(C)(=O)=O
[7] CCN(CC)CCCNC(=O)c1cc(-c2ccc(Cl)cc2)on1
[8] O=C(CCN1C(=O)/C(=C\c2ccccc2)SC1=S)NNC(=O)c1ccccc1O
[9] O=S(=O)(NCC(c1ccco1)N1CCCCC1)c1cccc(C(F)(F)F)c1 (stereo not given)
[10] Cc1c(/C=N/NC(=O)c2cc(=O)[nH]c(=O)[nH]2)c2ccccn2c1C(=O)c1ccccc1

entry no.,1,2,3,4,5,6,7,8,9,10
IL2 activator,-0.4,-0.8,-2.8,0.9,0.8,0.9,1.0,0.0,-0.9,-0.9
EPAC1 ag,8%,10%,9%,-12%,-15%,-2%,10%,-5%,-6%,-2%
Abeta yeast res,16%,?,-2%,16%,-2%,18%,12%,1%,0%,-1%
EPAC1 antag,6%,-25%,-7%,0%,9%,-2%,-12%,2%,-15%,5%
FUS suppressor,-27%,9%,34%,-1%,-20%,8%,28%,21%,-2%,-5%
PI5P4Ka inh,8,?,nt,0,-18,-4,nt,-5,2,nt
PLK1 PBD block,-8%,-3%,-18%,-1%,5%,-7%,-9%,-5%,-10%,-1%
WRN helicase inh,1%,-14%,-4%,-5%,4%,-28%,4%,1%,-1%,-13%

[11] CC(C)(C)NC(=O)C(c1ccc(O)cc1)N(Cc1ccccc1)C(=O)CCC(=O)Nc1nccs1 (stereo not given)
[12] O=C(/C=C/c1cccs1)N1CCOCC1
[13] Cc1ccc(C)c(S(=O)(=O)Nc2ccc(C(=O)N3CCOCC3)cc2)c1
[14] C=CCn1ccc(=O)nc1SC
[15] CCOCCCNC(=O)c1ccc(C2SCC(=O)N2Cc2ccccc2)cc1 (stereo not given)
[16] CCOc1ccc(C(C)=O)cc1COC(=O)c1cccnc1SC
[17] COc1cccc(N2CCN(CC(=O)c3c[nH]c4ccc(OC)cc34)CC2C)c1 (stereo not given)
[18] CC(C)(C)c1ccc(S(=O)(=O)Nc2cccc(C3OCCCO3)c2)cc1
[19] Cc1csc(=O)n1CC(=O)OCc1nnc(-c2ccccc2)o1
[20] CC(=O)c1ccc(OCC(=O)NC(=O)NC2CCCC2)cc1

entry no.,11,12,13,14,15,16,17,18,19,20
IL2 activator,-0.2,-1.8,-2.8,-1.0,-1.2,-0.2,0.2,1.0,-1.3,-1.1
EPAC1 ag,-5%,2%,3%,9%,-6%,4%,10%,7%,10%,11%
Abeta yeast res,-13%,-12%,-1%,-16%,-4%,4%,6%,19%,5%,4%
EPAC1 antag,-24%,-2%,11%,3%,27%,-1%,5%,-20%,8%,-4%
FUS suppressor,-13%,14%,0%,-1%,-5%,14%,30%,2%,13%,-9%
PI5P4Ka inh,1,1,2,1,0,2,1,12,-12,0
PLK1 PBD block,-1%,-5%,0%,-19%,-3%,-1%,-8%,-18%,-5%,3%
WRN helicase inh,-1%[57.1 µM],-29%[57.1 µM],15%,-5%,13%,0%,10%,-4%,-1%,6%

[21] CC(C)NC(=O)C1(C)CN(S(C)(=O)=O)CC(=O)N1CCc1ccccc1F (stereo not given)
[22] CC1(C)CC(NC(=S)Nc2ccc(S(N)(=O)=O)cc2)CC(C)(C)N1
[23] CCOC(=O)N1CCOCCOCCN(C(=O)OCC)CCOCC1
[24] C=C(C)COc1ccc(-c2[nH]ncc2Oc2ccc(OC)cc2)c(O)c1
[25] CCc1ccc(-c2nc(CS(=O)CC(=O)NCc3ccccc3)c(C)o2)cc1 (stereo not given)
[26] O=C(Cn1cnc2cc([N+](=O)[O-])ccc2c1=O)Nc1ccc(Br)cc1
[27] CCc1nnc(NS(=O)(=O)c2ccc(N=Cc3c(C)[nH]n(-c4ccc(C)cc4)c3=O)cc2)s1
[28] COc1cccc2c3c(c(C)nc12)CCN3c1ccccc1
[29] Cc1csc2nc(O)c(C(=O)NCCCN3CCCC3=O)c(=O)n12
[30] CC(=O)NC12CC3CC(C1)CC(C(=O)N1CCN(S(=O)(=O)c4ccc([N+](=O)[O-])cc4)CC1)(C3)C2

entry no.,21,22,23,24,25,26,27,28,29,30
IL2 activator,1.4,0.3,-0.7,-0.9,-0.5,0.3,-1.3,-0.3,-0.1,0.0
EPAC1 ag,10%,-3%,17%,9%,-1%,0%,-8%,-2%,7%,11%
Abeta yeast res,-2%,-10%,9%,-90%[inhibitor],3%,-1%,-28%,-14%,8%,9%
EPAC1 antag,14%,7%,7%,-23%,-3%,-4%,0%,3%,-3%,-28%
FUS suppressor,-2%,13%,-19%,34%,?,-11%,21%,2%,10%,2%
PI5P4Ka inh,1,-24,-7,32,-14,-8,nt,-9,-2,-1
PLK1 PBD block,-8%,?,0%,2%,?,-5%,-30%,-1%,2%,-6%
WRN helicase inh,-2%,-31%,-6%,-14%,-11%,-14%,-36%,6%,-14%,-1%

Next section, starting with the last 4 of the part before.
[27] CCc1nnc(NS(=O)(=O)c2ccc(N=Cc3c(C)[nH]n(-c4ccc(C)cc4)c3=O)cc2)s1
[28] COc1cccc2c3c(c(C)nc12)CCN3c1ccccc1
[29] Cc1csc2nc(O)c(C(=O)NCCCN3CCCC3=O)c(=O)n12
[30] CC(=O)NC12CC3CC(C1)CC(C(=O)N1CCN(S(=O)(=O)c4ccc([N+](=O)[O-])cc4)CC1)(C3)C2
[31] Cc1onc(-c2ccccc2)c1-c1n[nH]c(=S)n1-c1ccc(C(=O)O)cc1
[32] CCOC(=O)[C@H]1[C@H]2COc3ccc(OC)cc3[C@@H]2N2C(=O)CN(Cc3ccco3)C(=O)[C@@]12C
[33] CCC/C=C(\CCC)C(NS(=O)(=O)c1cccc2cccnc12)c1ccc(C(=O)OC)cc1 (stereo not given)
[34] CCn1c(Cc2ccc(OC)cc2)nnc1SCC(=O)NC1CC1
[35] COCCn1c(SCC(=O)Nc2sc(C)c(C)c2C#N)nnc1C(C)C
[36] COc1ccc(CC(NC(C)=O)C(=O)NC2CCN(c3nc(C)cc(C)c3C#N)CC2)cc1 (stereo not given)
[37] O=C1c2ccccc2S(=O)(=O)c2cc(C(=O)N3CCN(c4ncccn4)CC3)ccc21
[38] CN1CCC(=C2c3ccccc3C=Cc3ccccc32)CC1
[39] Cc1cc(C(=O)N/N=C/C=C/c2ccccc2)c(C)o1
[40] COc1ccc(C(=O)N2CCC2(C)C(=O)O)cc1F (stereo not given)

entry no.,27,28,29,30,31,32,33,34,35,36,37,38,39,40
IL2 activator,-1.3,-0.3,-0.1,0.0,-0.2,2.0,-0.4,-0.3,-3.1,-0.2,1.5,0.2,-1.0,-0.2
EPAC1 ag,-8%,-2%,7%,11%,6%,-12%,-12%,2%,5%,0%,-2%,-26%,11%,6%
Abeta yeast res,-28%,-14%,8%,9%,2%,-7%,-5%,-3%,12%,-18%,6%,5%,-9%,-20%
EPAC1 antag,0%,3%,-3%,-28%,1%,-7%,-28%,2%,-9%,-12%,-10%,2%,-24%,-5%
FUS suppressor,21%,2%,10%,2%,11%,5%,?,11%,28%,11%,-19%,-32%,-14%,-12%
PI5P4Ka inh,nt,-9,-2,-1,-1,-6,1,-5,-6,3,-4,-2,-5,?
PLK1 PBD block,-30%,-1%,2%,-6%,-15%,0%,-7%,8%,-16%,1%,-11%,0%,-12%,-9%
WRN helicase inh,-36%,6%,-14%,-1%,-4%,-9%,-7%,5%,-2%,1%,10%,4%,-5%,2%

[41] CCOc1cc(/C=C/c2ccc3cccc([N+](=O)[O-])c3n2)cc(Cl)c1O
[42] Cc1ccc(NC(=O)Nc2nnc(-c3ccccc3F)s2)cc1
[43] Cc1ccc2nc(Nc3ccc(C)c(C)c3)c3nncn3c2c1
[44] COc1cc(/C=C/C(=O)OCc2c(C)noc2C)ccc1OC(F)F
[45] COc1ccc2nc(N3C(=O)C(O)=C(C(=O)c4ccco4)C3c3ccccc3OC)sc2c1 (stereo not given)
[46] CC1CN(C(=O)c2cccc(COc3ccccc3Cl)c2)CC(C)O1 (stereo not given)
[47] O=c1[nH]c2ccc(S(=O)(=O)N3CCC(Cc4ccccc4)CC3)cc2o1
[48] CC(C)=Cc1oc2ccc([N+](=O)[O-])cc2c1N1CC(C)OC(C)C1 (stereo not given)
[49] Cc1ccccc1OCCC(=O)Nc1ccc(N2CCOCC2)cc1N1CCOCC1
[50] Cc1noc(C)c1C(=O)N(C)Cc1ccccc1

entry no.,41,42,43,44,45,46,47,48,49,50
IL2 activator,-4.5,-0.9,-0.8,0.4,-0.1,-2.7,0.8,0.6,-2.1,-2.6
EPAC1 ag,-1%,-7%,7%,-6%,-10%,-5%,10%,-5%,8%,2%
Abeta yeast res,3%,-13%,-2%,-12%,-32%,-8%,-16%,14%,-2%,0%
EPAC1 antag,-22%,10%,-7%,-17%,-11%,8%,-2%,-12%,10%,-22%
FUS suppressor,nt,6%,-19%,43%,0%,13%,-27%,-27%,22%,10%
PI5P4Ka inh,-11,-4,17,4,-5,-7,0,-5,10,2
PLK1 PBD block,6%,4%,-4%,-7%,?,-17%,-8%,-3%,-3%,-17%
WRN helicase inh,-14%,2%,-2%,-15%,2%,-6%,-18%,3%,-8%,-1%
